Screening data (PubChem)
Lipid storage S3 – qHTS Assay for Lipid Storage Modulators in Drosophila S3 Cells; Potency in µM for hits, for the others lipid storage change, negative = inhibition, % at the top dose, mostly 46.1 µM; 320,000 tested, 0.64% active; Drosophila S3 cells, BODIPY lipid droplet fluorescence, 18-24 h; cells fed with added oleic acid; active means well fitted inhibition curve with a large enough effect in the signal ratio, with a control signal flat, not every such curve was filed as active; inconclusive means small, poorly fitted or top-dose-only effect, or effect the other way, or a change in a side signal; the % refers to the signal ratio
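Drosophila S3 cells got compounds at several concentrations plus oleic acid (400 uM solution). Laser-scanning cytometry with 488 nm excitation read lipid droplets at 500-530 nm and cells at 575-640 nm. Percent activity was relative to 20 uM Triacsin C.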
Lipid storage S3 cell count max – also measured in Lipid storage S3; calls as there; cell number change, %; measured here: cell count max response;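 cells counted by Cell Tracker Red CMTPX staining in the red channel; peak over a dose series mostly up to 46.1 µM; percent activity relative to internal control wells on each plate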
Numbers without * were called inactive; i = inactive; ? = inconclusive; / = not tested or not shown; [ ] = dose if it differs, or a comment. On the % scale 0 is the no-effect control and ±100 the full control effect; potency means the concentration at half of the fitted maximal effect. These rows are one share of the data; rates above refer to the full screens.

canonical_smiles | Lipid storage S3 | Lipid storage S3 cell count max
C=CCNC(=S)Nc1sc2c(c1C(N)=O)CCCC2 | ? | /
COc1ccc(NC(=O)/C(Cl)=C(/Cl)S(=O)(=O)Cc2ccc(C)cc2)cn1 | ? | /
Cc1cc2c(ncn2C)c(NS(=O)(=O)c2ccc(F)cc2)c1C | ? | /
Cc1ccc(S(=O)(=O)Oc2ccc(/C=C3/C(=N)N4C(=NC3=O)SN=C4S(C)(=O)=O)cc2)cc1 | i | -6
CCOc1cc(/C=C2\CCCc3c2nc2ccccc2c3C(=O)O)ccc1OC | i | 2
CCOC(=O)c1c(-c2ccc(F)cc2)csc1NC(=O)c1c(-c2ccccc2)noc1C | ? | /
O=C(COC(=O)c1cncc(Br)c1)NCc1ccco1 | -9% | -3
Cc1ccccc1CSCC(=O)NCCSc1ccccn1 | 7% | -2
CC(NCCc1ccc(S(N)(=O)=O)cc1)C(=O)NCCc1ccc(F)cc1 (centres undefined) | 3% | 8
CC1CCC(NC(=O)Cn2cc3c(n2)CCCC3)CC1 (centres undefined) | ? | /
CC1CCN(CCCNC(=O)c2ccc(Cn3c(=S)[nH]c4ccc(Br)cc4c3=O)cc2)CC1 | ? | /
Cc1cccc(N(CC(=O)NC2CCCCC2)C(=O)c2c(C)noc2C)c1 | ? | /
O=C(c1ccccc1OCc1ccccc1Br)N1CCN(c2ncccn2)CC1 | ? | /
O=C(CC(C(=O)O)c1ccc(Cl)cc1)c1ccc(Cl)c(Cl)c1 (centres undefined) | 14% | 9
COC(=O)C1C2C=CC3(CN(c4cccc(Cl)c4)C(=O)C13)O2 (centres undefined) | 4%[9.22 µM] | 16
CCOc1cc(NC(=O)c2ccccc2C)c(OCC)cc1NC(=O)C1=Cc2ccccc2OC1 | -23% | /
Cc1ccc(S(=O)(=O)NC(=O)NCCCCNC(=O)NS(=O)(=O)c2ccc(C)cc2)cc1 | ? | /
Oc1ccc(/C=N/Nc2ccc(Cl)nn2)cc1O | -11% | 0
O=C(Nc1ccccc1C(=O)N/N=C/c1ccccc1)c1ccco1 | ? | /
CN1CCN(/N=C/c2ccc(Br)cc2)CC1 | 6% | 12
CCCC[C@@H]1CNCCN1CC1(c2ccccc2)CC1 | ? | /
COc1ccc(NC(=O)CCN2C(=O)[C@@H]3[C@H](C2=O)[C@H]2C=C[C@@H]3C2)cc1 | ? | /
O=C(CSc1ncccc1-c1nc2ccccc2[nH]1)Nc1ccc2c(c1)OCCO2 | -7% | -3
Cc1cccc(C2Nc3cccc4cccc(c34)N2)c1 | ? | /
COc1ccc(OC)c(S(=O)(=O)Nc2cccnc2)c1 | i | /
COc1ccc(NC(=O)CSc2nc(O)cc(=O)n2-c2ccccc2)cc1 | ? | /
Cc1ncsc1CCC(=O)N1CCCC(Nc2ccc(F)c(F)c2)C1 (centres undefined) | ? | /
Cc1nn(C)c2nc(-c3cccs3)cc(C(F)(F)F)c12 | ? | /
CCOC(=O)c1cnc(SCc2ccc(C)cc2)nc1N | i | /
COCCN1Cc2cccc(C(=O)Nc3ccc(-c4nc5ccccc5[nH]4)cc3)c2C1=O | -11% | 6
COc1ccc(Br)cc1C(=O)N/N=C/c1ccc2c(c1)n(C)c(=O)n2C | ? | /
O=C(c1ccc(F)cc1)N1CCN(c2ncccn2)CC1 | i | -4
C=CCOc1ccc(C2/C(=C(\O)c3ccc4c(c3)OCCO4)C(=O)C(=O)N2CCCN2CCOCC2)cc1 (centres undefined) | ? | /
COc1ccc(S(=O)(=O)N2CC(C)N(C(=O)N(C)C)C2C)cc1 (centres undefined) | ? | /
O=C(NC1CCCC1)C(c1ccc(F)cc1)N(C(=O)c1csnn1)C1CC1 (centres undefined) | -8% | -12
O=C1CCCN1CN1CCCCC1 | -4% | 8
COc1ccc(C(=O)Sc2nncc3ccccc23)cc1 | ? | /
O=C(OCC(=O)N1CCN(S(=O)(=O)c2ccc(Cl)cc2)CC1)C1CCC1 | 29%[0.0737 µM] | -12
CCOC(=O)Cc1csc(SCc2cc(=O)oc3cc(O)ccc23)n1 | ? | /
CN1CCn2c1nc(N1CCCCC1)nc2=O | ? | /
COC(=O)[C@H](C)[C@H]1C[C@]1(C)[C@H](NC(=O)OCc1ccccc1)c1ccccc1 | ? | /
COc1cc(-c2noc(-c3cccc(Cl)c3)n2)cc(OC)c1OC | i | /
O=C(COc1ccc2c3c(c(=O)oc2c1)CCC3)N[C@@H](Cc1ccccc1)C(=O)O | ? | /
CCOC(=O)Cc1csc(NS(=O)(=O)c2ccc(SC)cc2)n1 | -24% | -23
O=C(CCn1cnnn1)Nc1ccccc1F | ? | /
CCOc1ccc(CCNC(=O)COC(=O)c2ccc(S(=O)(=O)N3CCCC3)cc2)cc1OCC | ? | /
COC(=O)c1ccc(CNC(=O)COC(=O)C2CCC(C(C)(C)C)CC2)cc1 (centres undefined) | ? | /
COC(=O)c1sccc1NC(=S)NCc1ccc(Cl)cc1 | ? | /
N#C/C(C(=O)N1CCCC1)=C1/N=C(N)c2ccccc21 | 15% | 7
CCCCn1c(=O)[nH]c(=O)c2c1nc(-c1cccc(OC)c1)n2C | -7% | -6
CNc1oc(-c2ccccc2F)nc1S(=O)(=O)c1ccc(C)cc1 | -8% | -16
CC(C)Cn1c(N)c(C(=O)COC(=O)c2ccccc2F)c(=O)n(C)c1=O | ? | /
Cc1ccc(S(=O)(=O)NCC2CCC(C(=O)O)CC2)cc1 (centres undefined) | 14% | -1
O=C(CCS(=O)(=O)c1ccc(Br)cc1)N1CCN(c2ccccc2)CC1 | i | -9
S=c1[nH]nc(-c2cccs2)n1/N=C/c1cn(-c2ccccc2)nc1-c1cccs1 | -10% | -14
Cc1ccccc1OCCSc1nnc(C)n1-c1ccccc1 | ? | /
CCOC(=O)Cn1c(O)c(N=NC(=O)CNC(=O)Cc2ccccc2)c2ccccc21 | -4% | 18
CC(C)(C)c1nnc2sc(SC/C(O)=C(\C#N)c3nc4ccccc4[nH]3)nn2c1=O | ? | /
COc1ccc(CC(=O)c2ccc(OC)c(OC)c2C)cc1OC | ? | /
COc1ccc(Cn2c(-c3ccc(OC)cc3)n[nH]c2=S)cc1 | 6% | 0

Three of these compounds, set out differently.
COc1ccc(NC(=O)CCN2C(=O)[C@@H]3[C@H](C2=O)[C@H]2C=C[C@@H]3C2)cc1
  Lipid storage S3: ?
  Lipid storage S3 cell count max: /
O=C(CSc1ncccc1-c1nc2ccccc2[nH]1)Nc1ccc2c(c1)OCCO2
  Lipid storage S3: -7%
  Lipid storage S3 cell count max: -3
Cc1cccc(C2Nc3cccc4cccc(c34)N2)c1
  Lipid storage S3: ?
  Lipid storage S3 cell count max: /

(more compounds)
Fields: Lipid storage S3, Lipid storage S3 cell count max
- O=C(Nc1nonc1NC(=O)c1cccs1)c1cccs1
    -7%, 14
- CS(=O)(=O)N(Cc1nnc(-c2cccs2)o1)c1ccc(Cl)cc1F
    -8%[9.22 µM], 9
- NS(=O)(=O)c1ccc(CCNS(=O)(=O)c2cccc(C(=O)O)c2)cc1
    5%, -10
- CCCN(C(=O)C(NC(=O)c1ccccc1)C(C)C)c1c(N)n(Cc2ccccc2)c(=O)[nH]c1=O (centres undefined)
    ?, /
- CCN(CC(=O)Nc1c(F)cccc1F)C(=O)c1cccc(S(=O)(=O)N2CCN(c3ccccc3)CC2)c1
    -1%, /
- CC(C)c1cc(CNC(=O)CCc2nnc(CCCc3ccccc3)o2)on1
    11%, -15
- O=c1[nH]cc(NCCNc2ncc(C(F)(F)F)cc2Cl)c(=O)[nH]1
    ?, /
- COCCNC(=O)c1cccc(OC2CCN(C(C)COc3ccccc3)CC2)c1 (centres undefined)
    15%, 5
- Cc1ccc(Sc2ccc(/C=N/O)cc2[N+](=O)[O-])cc1
    ?, /
- O=C(COC(=O)Cn1nc(-c2ccccc2)oc1=O)Nc1ccc(F)cc1
    28%, 4
- Cc1nnc(NC(=O)c2csc3c2CCCC3)s1
    ?, /
- Cc1nc(Cl)nc(N(C)c2ccccc2)c1[N+](=O)[O-]
    -16%, /
- CCN1CCN(C(=O)c2ccc(CS(=O)(=O)Cc3ccccc3F)o2)CC1
    i, /
- CCOC(=O)N1CCN(C(=O)c2cc(COc3c(F)cccc3F)on2)CC1
    ?, /
- Cc1ccc(C(c2c(C)[nH][nH]c2=O)c2c(C)[nH][nH]c2=O)cc1[N+](=O)[O-]
    ?, /
- COc1ccccc1Oc1ccccc1[N+](=O)[O-]
    9%, 8
- COc1ccc(C(=O)Nc2cc(Cl)ccc2OC(=O)c2ccc(OC)cc2)cc1
    ?, /
- COc1ccc(Cc2nnc(SCc3nc4ccccc4c(=O)[nH]3)o2)cc1
    i, /
- O=C(CNC(=O)c1ccccc1Cl)NCC(c1cccs1)N1CCOCC1 (centres undefined)
    ?, /
- O=C(O)c1ccc(/C=C/c2nc3ccccc3c(=O)[nH]2)cc1
    -9%, 8
- O=[N+]([O-])c1ccc(O)c(C=Nc2cccc3ncccc23)c1
    0%, 0
- COc1ccc(-c2nn(CCC#N)cc2C=C(C#N)C#N)cc1
    3%, 17
- Cc1ccc(SCc2noc(-c3c(C)noc3C)n2)cc1
    ?, /
- Cc1ccc(S(=O)(=O)NNC(=O)c2ccc(O)cc2)cc1
    ?, /
- COc1ccc(C(=O)Cn2cc([N+](=O)[O-])nc2C)cc1
    9%, 19
- Cn1c(N)c(C(=O)N/N=C/c2ccccc2)sc1=S
    -11%, -12
- Clc1ccc2c(N/N=C/c3ccccc3Br)ccnc2c1
    ?, /
- Nn1c(SCC(=O)NCCC2=CCCCC2)nnc1-c1cccnc1
    ?, /
- COc1ccccc1NC(=O)CSc1ccc2nnc(-c3ccncc3)n2n1
    ?, /
- CCCC[C@@H]1CNC(=O)C(=O)N1CCc1cc(C(F)(F)F)cc(C(F)(F)F)c1
    0%, 4
- Cc1csc(NC(=O)C2CCCCC2)n1
    ?, /
- Cc1sc2nc(SCC(=O)O)[nH]c(=O)c2c1C
    ?, /
- CCCc1cc(=O)[nH]c(SCCN2C(=O)c3ccccc3C2=O)n1
    13%, -13
- CCOc1cc(NC(=S)NCCOC)c(OCC)cc1NC(=O)c1cccs1
    -4%, 15
- CCOC(=O)CNc1c(N2CCN(c3ccccn3)CC2)c(=O)c1=O
    ?, /
- C=CCn1c(C)csc1=Nc1ccc(C(C)=O)cc1
    24%, 6
- N#Cc1cc2c(nc1SCC(O)CS(=O)(=O)Cc1ccc(Cl)cc1)CCCC2 (centres undefined)
    ?, /
- COc1ccc(OCc2cc(C(=O)N3CCOCC3)no2)c(Cl)c1
    ?, /
- O=C(CCN1C(=O)C2C3C=CC(C3)C2C1=O)NC1CCCCC1 (centres undefined)
    i, /
- COc1ccc(S(=O)(=O)Nc2c(C)nc3nc[nH]n3c2=O)cc1
    ?, /
- CCCC(C(=O)NCCc1ccc(S(N)(=O)=O)cc1)c1ccccc1 (centres undefined)
    ?, /
- CC(C)OC(=O)C[N+](C)(C)CCN1C(=O)C2C(c3ccccc3)C=CC(c3ccccc3)C2C1=O (centres undefined)
    ?, /
- COc1ccc2cc(C3=CCCCC3)ncc2c1
    6%, 4
- COc1ccc(NC(C)=O)cc1NC(C)C(=O)Nc1cccc(S(=O)(=O)N2CCOCC2)c1 (centres undefined)
    ?, /
- CC(=O)Nc1ccc(C(=O)Nc2ccc3c(c2)OCO3)cc1
    15%, -7
- N=c1c2ccccc2nnn1-c1ccc(C(F)(F)F)cc1
    ?, /
- CC(=O)Nc1nc(C)c(-c2csc(Nc3ccccn3)n2)s1
    ?, /
- CN(Cc1ncc[nH]1)C(=O)c1cc(COc2c(F)cccc2F)on1
    6%, 1
- O=c1oc2ccccc2c(NCc2ccc(Cl)cc2)c1[N+](=O)[O-]
    ?, /
- CC(=O)c1ccc(Oc2cc(C)nc(NCc3ccccc3)n2)cc1
    ?, /
- CCOc1ccc(NC(=O)Cn2cc(C(=O)C3CC3)c3ccccc32)cc1
    ?, /
- CCN(CC)c1ccc(C(=S)NC2CCCCC2)cc1
    ?, /
- c1ccc(COc2ccccc2CNCc2cccnc2)cc1
    ?, /
- COc1cc(NC(=O)CCS(=O)(=O)c2ccc3c(c2)oc(=O)n3C)cc(OC)c1OC
    ?, /
- CN(C)c1ccnc(-n2cccc2/C=N/O)c1C#N
    0%, 10
- CNC(=O)CCc1[nH]c2ccccc2c1Sc1ccccc1
    ?, /
- NC(=O)c1cccc2c1C(=O)N(C1CCCCC1)C2
    ?, /
- O=C(NNC(=O)C1CCCC1)c1ccc(F)cc1
    ?, /
- O=C(NC1CCCC1)C(c1ccc(N2CCOCC2)cc1)N(C(=O)c1ccco1)c1ccccc1F (centres undefined)
    6%, 12
- COCCCNC(=O)Cn1cc(C(=O)c2cccs2)c2ccccc21
    0%, 14

Next section.
Fields: Lipid storage S3, Lipid storage S3 cell count max
- Cc1onc(-c2c(F)cccc2Cl)c1C(=O)OCN1C(=O)c2ccccc2C1=O
    -13%, -3
- Cc1ccc(CNC(=O)COc2cccc3c2OC(C)(C)C3)cc1
    10µM*, /
- CC(=O)Nc1c(C)nn(C(C)=O)c1C
    -3%, -12
- Fc1ccc(C2c3[nH]c4ccccc4c3CCN2CCCn2cccn2)cc1 (centres undefined)
    -5%, 7

Pulled one by one from the entries so far (five):
Fields: Lipid storage S3, Lipid storage S3 cell count max
- CN1CCN(/N=C/c2ccc(Br)cc2)CC1
    6%, 12
- CCN(CC(=O)Nc1c(F)cccc1F)C(=O)c1cccc(S(=O)(=O)N2CCN(c3ccccc3)CC2)c1
    -1%, /
- Cc1cc2c(ncn2C)c(NS(=O)(=O)c2ccc(F)cc2)c1C
    ?, /
- O=C(Nc1nonc1NC(=O)c1cccs1)c1cccs1
    -7%, 14
- COc1ccc(OCc2cc(C(=O)N3CCOCC3)no2)c(Cl)c1
    ?, /
